FLuc modulator: firefly luciferase modulation, counter-screen for miR-21 project; P08659; purified FLuc, Km substrates, luminescence inhibition; Potency, µM (series often up to 57.5 µM), without a hit: at the top dose activity change, negative = inhibition, actives largely listed as inhibitors; actives 6.9% (n = 360,000); active = well fitted inhibition curve with a large enough effect; inconclusive = small, poorly fitted or top-dose-only effect;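 also: plate controls were vehicle for no effect and reference inhibitor for full effect; nearly all actives have a fitted effect of over 55% in size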
Target sequence (P08659 whole entry, looked up): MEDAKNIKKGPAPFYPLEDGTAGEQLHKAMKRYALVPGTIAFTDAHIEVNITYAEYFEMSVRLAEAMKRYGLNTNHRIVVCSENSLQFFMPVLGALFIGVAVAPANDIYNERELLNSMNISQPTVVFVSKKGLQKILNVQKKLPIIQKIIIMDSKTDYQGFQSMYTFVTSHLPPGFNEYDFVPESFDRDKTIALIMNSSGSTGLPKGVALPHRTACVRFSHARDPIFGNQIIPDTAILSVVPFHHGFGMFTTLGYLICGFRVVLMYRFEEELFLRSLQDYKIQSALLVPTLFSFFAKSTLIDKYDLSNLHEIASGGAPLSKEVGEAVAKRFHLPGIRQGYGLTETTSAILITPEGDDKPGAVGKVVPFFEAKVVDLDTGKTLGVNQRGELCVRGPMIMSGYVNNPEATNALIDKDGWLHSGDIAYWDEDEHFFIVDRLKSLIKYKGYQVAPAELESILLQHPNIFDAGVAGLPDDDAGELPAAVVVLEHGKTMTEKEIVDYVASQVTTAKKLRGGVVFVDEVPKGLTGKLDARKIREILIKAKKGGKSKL
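Purified P. pyralis luciferase (10nM final) with 10uM D-luciferin and 10uM ATP (Km levels) in 50mM Tris acetate pH 7.5, 10mM Mg acetate, 0.01% Tween-20, 0.05% BSA; qHTS 6-point titration, ~60 µM downward; luminescence read.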
An asterisk follows results filed as active; ? = inconclusive. Potency is read from the fitted curve at half-maximal effect. An excerpt; the hit share may differ from the screen's.

canonical_smiles | FLuc modulator
COc1ccc(C2CC(=O)c3cc(-c4nc(-c5cccc([N+](=O)[O-])c5)cs4)c(=O)n(-c4ccccc4)c3C2)cc1 (configuration not stated) | -1%
COc1cccc(N2CC(NC(=O)COc3ccccc3F)CC2=O)c1 (configuration not stated) | -4%
Cc1ccc2c(=O)c(C(=O)c3ccc(F)cc3)cn(CC(=O)NCCc3ccccc3)c2n1 | 4%
COc1ccccc1OCC(=O)NCC(c1ccc(Cl)cc1)N1CCOCC1 (configuration not stated) | -8%
O=c1c2c3c(sc2n(Cc2cc(=O)n4ccccc4n2)c(=O)n1-c1ccc(Cl)cc1)CCC3 | -1%
Cc1onc(-c2ccccc2Cl)c1C(=O)Oc1ccc(Br)cc1 | -16%
Cc1cccc(C(=O)Nc2nnc(S(=O)(=O)N(C)Cc3ccccc3)s2)c1 | -6%
CCN(CC)C(=O)Cn1cc(SCC(=O)Nc2cccc(F)c2)c2ccccc21 | -10%
Cc1cccc(N2CCN(C(=O)Cc3c(C(=O)O)c(C)cn3C)CC2)c1C | -19%
Cc1ccc(S(=O)(=O)c2nnn3c2nc(N2CCCC2)c2sccc23)cc1 | 0%
O=C1COc2ccc(-c3cc(-c4ccccc4)c4c(n3)-c3cc(Cl)ccc3OC4)cc2N1 | 3%
Cc1ccc(Cl)cc1NC(=O)c1sc(-n2nc(C)c(Cc3ccc4c(c3)OCO4)c2C)nc1C | 4%
CCOC(=O)c1ccc(Nc2nc3nonc3nc2Nc2cccc(C)c2C)cc1 | ?
Cc1ccc(NC(=O)Cn2c(=O)n(CCCCC(=O)NCc3ccccc3Cl)c(=O)c3ccccc32)cc1C | 1%
COc1cc(Cl)c(NC(=O)C2CCN(S(=O)(=O)c3c(C)noc3/C=C/c3ccccc3F)CC2)c(OC)c1 | 1%
COc1ccc(Cl)cc1NC(=O)Cn1nc(Cc2ccncc2)c2ccccc2c1=O | 7%
O=C(NCc1ccc(Cl)cc1)c1ccc(NC(=O)N2CC3CCCN3c3ccccc32)cc1 (configuration not stated) | -13%
CC(C)c1ccc(NC(=O)c2ccc3c(O)c(S(=O)(=O)c4ccccc4)c(=O)[nH]c3c2)cc1 | 1.5µM*
CCc1ccc(NC(=O)c2ccc3nc(C(C)C)oc3c2)cc1 | -14%
Cc1ccc(Cl)cc1N1CCN(C(=O)c2cn(C)c3ccc(S(=O)(=O)N4CCCCC4)cc3c2=O)CC1 | -8%
COc1ccc(NC(=O)CSc2c3c(nc4ccccc24)CCC3)cc1Cl | 2%
Cc1ccc(CN2C(=O)CC(c3ccc(Cl)cc3)c3c(C)nn(-c4nc(C)cc(C)n4)c32)cc1 (configuration not stated) | -4%
CCOC(=O)c1ccc(CN(Cc2ccccc2)S(=O)(=O)c2ccc(Cl)cc2)cc1 | -12%
CCOC(=O)c1[nH]c2ccccc2c1NC(=O)c1cc(OC)cc(OC)c1 | 3%
O=S(=O)(NCC(c1ccco1)S(=O)(=O)c1cccs1)c1ccccc1 (configuration not stated) | 2%
CCCOc1ccc(C2c3c(-c4ccccc4O)n[nH]c3C(=O)N2Cc2ccncc2)cc1OCC (configuration not stated) | -1%
COc1ccc(-n2c(=O)c3c4c(sc3n(Cc3ccc(F)cc3)c2=O)CN(C(C)=O)CC4)c(OC)c1 | -5%
Cc1ccc(-c2cnc(C3CC3)o2)cc1S(=O)(=O)Nc1cccc(C#N)c1 | ?
Cc1ccc2cccc(NC(=O)c3ccc(-c4cc(Cl)ccc4Cl)o3)c2n1 | -1%
Cc1cc(NC(=O)CN2C(=O)CSc3ccc(S(=O)(=O)N(C)C)cc32)ccc1Br | -20%
O=S(=O)(NCC(c1ccco1)S(=O)(=O)c1ccccc1)c1cc(F)ccc1F (configuration not stated) | 1%
Cc1cc(C)cc(C(=O)NCCc2sc(-c3ccc(F)cc3)nc2C)c1 | ?
COc1ccc(CNC(=O)c2ccc3c(c2)N(Cc2cccc(Cl)c2)C(=O)c2ccccc2S3)c(OC)c1 | -2%
Cc1ccc(C(c2sc3nc(-c4ccco4)nn3c2O)N2CCN(c3ccc(F)cc3)CC2)cc1 (configuration not stated) | ?
CCCN1Cc2cccc(C(=O)Nc3ccc(C(C)=O)cc3)c2C1=O | -8%
O=C(CSC1=Nc2ccccc2C2=NC(CCC(=O)NC3CCCCC3)C(=O)N12)Nc1cccc(Cl)c1 (configuration not stated) | 0%
CC(=O)N1c2c(cc(Br)cc2S(=O)(=O)NCc2ccccc2Cl)CC1C (configuration not stated) | 7%
CCc1ccc(NC(=O)Cn2cnc3nc4c(cc3c2=O)CCCC4)cc1 | 4%
CN1CCN(c2ncc3c(n2)CCN(Cc2ccccc2Cl)C3)CC1 | -6%
COc1ccc(CCNC(=O)Cn2cc(S(=O)(=O)Cc3ccccc3Cl)c3ccccc32)cc1OC | -16%
CCOC(=O)N1CCc2c(sc(NCc3ccc(N(C)C)cc3)c2C(=O)Nc2ccc(OC)cc2)C1 | ?
O=C(NC1CC1)c1ccc(Cn2c(SCc3ccc(F)cc3)nc3cccnc32)cc1 | 1.7µM*
Cc1ccc(CNC(=O)C(CC(C)C)N2Cc3ccccc3C2=O)cc1 (configuration not stated) | -2%
Cc1ccc2oc3c(c(=O)c2c1)C(c1ccc(O)cc1)N(CCCN(C)C)C3=O (configuration not stated) | -6%
CCOC(=O)c1ccc(CN(Cc2ccc(F)cc2)S(=O)(=O)c2ccc(F)cc2)cc1 | -8%
Cc1ccc(Cl)cc1N1CCN(CCCNC(=O)C2COc3ccccc3C2)CC1 (configuration not stated) | -7%
Cc1ccc(-n2c(=O)c3c4c(sc3n(Cc3ccccc3C)c2=O)CCC4)cc1C | -3%
CCCSCCCNC(=O)c1cc2n(n1)CCCN(Cc1ccc(C)cc1)C2=O | 1%
COc1ccc(CCNC(=O)CCc2c(C)nc3c(c(C)nn3-c3ccc(C)c(C)c3)c2C)c(OC)c1OC | -9%
O=C(COc1ccccc1)NCc1ccc2c(c1)CCN2C(=O)c1ccc(F)cc1 | -19%
CCOC(=O)c1cnc2c(C)c(Cl)ccc2c1NCCc1ccc(OC)c(OC)c1 | 3%
COc1ccc(Cn2ccc3nc(C)c(C(=O)N4CCN(c5ccc(OC)cc5)CC4)cc3c2=O)cc1 | -5%
CC(=O)c1ccc(NC(=O)c2nc3ccccc3n(C)c2=O)cc1 | 4.8µM*
Cc1ccc(N(C)C(=O)Cn2cnc3onc(-c4ccc(F)cc4)c3c2=O)cc1C | -9%
CC(NC(=O)C(=O)Nc1c2c(nn1-c1ccc(F)cc1)CSC2)c1ccccc1 (configuration not stated) | -3%
COc1ccc(N2CCN(C3(c4ccccc4)C(=O)c4ccccc4C3=O)CC2)cc1 | 7%
CCOc1ccc(-c2nc3c(C#N)c[nH]n3c2NC2CCCC2)cc1 | 0%
COc1ccc(-c2nc(CS(=O)CC(=O)NCc3ccccc3Cl)c(C)o2)cc1OC (configuration not stated) | 0%
O=C(Nc1c(-c2ccccc2)nc2ccccn12)c1ccc(Br)cc1 | -7%
COc1ccc(-c2cc(C(F)(F)F)nc(NCc3ccc(F)cc3)n2)cc1 | -1%

Compounds shown so far that have bromine (4):
canonical_smiles | FLuc modulator
Cc1onc(-c2ccccc2Cl)c1C(=O)Oc1ccc(Br)cc1 | -16%
Cc1cc(NC(=O)CN2C(=O)CSc3ccc(S(=O)(=O)N(C)C)cc32)ccc1Br | -20%
CC(=O)N1c2c(cc(Br)cc2S(=O)(=O)NCc2ccccc2Cl)CC1C (configuration not stated) | 7%
O=C(Nc1c(-c2ccccc2)nc2ccccn12)c1ccc(Br)cc1 | -7%

The list continues.
canonical_smiles | FLuc modulator
CCc1ccc2oc(-c3ccc(C)c(NC(=O)/C=C/c4ccco4)c3)nc2c1 | 3µM*
COc1ccc(N2CCN(CCCNC(=O)c3cc(Nc4ccc(OC)cc4OC)nc4ccccc34)CC2)cc1 | -18%
CCOC(=O)C(=O)Nc1c(C(=O)Nc2cccc(F)c2)oc2ccccc12 | 0%
Cc1cccc(N2CCN(c3ncnc4c3nc3n4CCCCC3)CC2C)c1 (configuration not stated) | -14%
O=C(CSc1nc2ccccc2n1Cc1c(F)cccc1Cl)N1CCN(c2ccc(F)cc2)CC1 | -5%
COc1ccc(C(=O)N(Cc2ccc(N(C)C)cc2)Cc2ccco2)cc1Cl | ?
COc1cccc(-n2c(=O)c3c(C)c(C)sc3n(CC(=O)Nc3ccccc3OC)c2=O)c1 | -1%
O=C(CCC(=O)N1CCOc2ccccc21)NCc1cccs1 | 4%
CCCN1C(=O)C(Cc2nc3ccccc3c(=O)n2CC)c2ccccc21 (configuration not stated) | 5%
Cc1ccc2oc(-c3cc(NC(=O)Cc4ccccc4)ccc3Cl)nc2c1 | -15%
CCCSc1ncc(Cl)c(C(=O)N(Cc2ccccc2)c2ccc(OC)cc2)n1 | -8%
Cc1ccc(O)c(NC(=O)CCS(=O)(=O)c2nc(-c3ccc4c(c3)OCO4)cc(C(F)(F)F)n2)c1 | 2%
COc1ccc(CCNC(=O)Cc2c(C)c3cc4c(C(C)(C)C)coc4c(C)c3oc2=O)cc1OC | -9%
O=C(CC1Oc2ccccc2NC1=O)NCc1ccc(F)cc1 (configuration not stated) | -2%
COc1ccc(CNC(=O)C(C)n2c(=O)cc(C)c3c(C)nn(-c4ccccc4)c32)cc1 (configuration not stated) | -1%
CCOC(=O)c1cc(-c2ccc(C)cc2)n(CC(=O)Nc2cccc(C(C)=O)c2)c1C | -2%
O=C(Nc1ccc(F)cc1C(F)(F)F)C1CCN(c2ncccn2)CC1 | -1%
Cc1ccc(-c2nnc(NC(=O)c3ccc4c(c3)OCCO4)o2)c(C)c1 | ?
CCCCN(Cc1ccco1)C(=O)c1cc2c(s1)-c1c(C)cccc1OC2 | -12%
CCc1cccc(NC(=O)Cn2c(C(=O)OC)cc3sc(Cl)cc32)c1 | 2%
CC(Oc1ccc(Br)cc1)C(=O)Nc1ncn[nH]1 (configuration not stated) | 0%
CCCNC(=O)c1c(C)nn(-c2cccc(C)c2)c1-n1cccc1 | -1%
Cc1ccc(N(C)C(=O)C2CCN(S(=O)(=O)c3cn(C)cn3)CC2)cc1 | -5%
CCOc1ccc(NC(=O)c2cccc(N3CCCS3(=O)=O)c2)cc1 | ?
Cc1ccc(N2CCN(c3nc4c(S(=O)(=O)c5ccc(C)c(C)c5)nnn4c4ccccc34)CC2)c(C)c1 | -2%
Cc1ccc(NC(=O)Cn2ncc3c4ccccc4n(Cc4ccccc4)c3c2=O)cc1Cl | 6%
Cc1ccc(NC(=O)Cn2c(=O)n(Cc3ccc4c(c3)OCO4)c(=O)c3ccccc32)c(C)c1 | -3%
COc1cc(Cl)c(NC(=O)CCc2nc3cccnc3n2-c2ccccc2)c(OC)c1 | -1%
CCOC(=O)c1[nH]c(C)c(C(=O)NCc2cccc(OC)c2)c1C | -6%
O=C1c2oc3ccccc3c(=O)c2C(c2cccc(Cl)c2)N1c1ccccn1 (configuration not stated) | -6%

Part of the list above, as labelled records:
CCc1cccc(NC(=O)Cn2c(C(=O)OC)cc3sc(Cl)cc32)c1
  FLuc modulator = 2%

CC(Oc1ccc(Br)cc1)C(=O)Nc1ncn[nH]1 (configuration not stated)
  FLuc modulator = 0%

Further structures follow:
canonical_smiles | FLuc modulator
CCOc1ccc(CCNc2ncnc3onc(C)c23)cc1OCC | -3%
Cc1c(Cl)cccc1NC(=O)CSc1nc(=O)n(Cc2ccco2)c2c1CCC2 | -16%
O=C(NCc1ccc(Cl)cc1)c1cc2ccccc2o1 | -11%
COc1ccc(NC(=O)Cn2c(=O)n(Cc3ccco3)c(=O)c3sc4ccccc4c32)cc1OC | -1%
Cc1c(CC(=O)NCc2ccc(F)cc2)c(=O)oc2cc(O)c(Cl)cc12 | -4%
Cc1ccc(C)c(NC(=O)c2nnn(CC(=O)Nc3cccc(C)c3C)c2N)c1 | 2%
CCc1ccc(CNC(=O)c2ccc3nc(SCc4ccc(F)cc4)n(C)c3c2)cc1 | 6%
Cc1ccccc1OCC(=O)Nc1ccc(-c2nc3ncccc3o2)cc1 | -2%
O=C(Nc1ccc(F)cc1F)c1ccc(CN2CC(=O)N3CCCCC3C2=O)cc1 (configuration not stated) | 6%
COc1ccc(NC(=O)c2sc3nc4c(cc3c2N)CN(Cc2ccccc2)CC4)cc1 | -2%
COc1cccc(C(=O)Nc2ccc(-c3cc(C(F)(F)F)nn3-c3ccccc3)cc2)c1 | 4%
COc1ccc(-n2c(=O)c3ccc(C(=O)NCc4ccc(C)cc4)cc3n(Cc3ccc(Cl)cc3)c2=O)cc1 | 1%
CCCN(CCC)C(=O)Cn1c(=O)n(-c2cccc(C)c2)c(=O)c2c1c1cc(OC)ccc1n2C | 1%
CC(=O)c1cccc(NC(=O)C(Cc2ccccc2)NS(=O)(=O)c2ccc(Br)s2)c1 (configuration not stated) | 7%
CC(C)CCNC(=O)N1CCN(S(=O)(=O)c2ccc3c(ccn3C)c2)CC1 | -1%

Part of the list above, as labelled records.
> COc1ccc(NC(=O)c2sc3nc4c(cc3c2N)CN(Cc2ccccc2)CC4)cc1
  FLuc modulator = -2%
> COc1cccc(C(=O)Nc2ccc(-c3cc(C(F)(F)F)nn3-c3ccccc3)cc2)c1
  FLuc modulator = 4%

Single entries from above.
Under FLuc modulator, `Cc1c(Cl)cccc1NC(=O)CSc1nc(=O)n(Cc2ccco2)c2c1CCC2` reads -16%
Under FLuc modulator, `CCc1ccc(CNC(=O)c2ccc3nc(SCc4ccc(F)cc4)n(C)c3c2)cc1` reads 6%
Under FLuc modulator, `COc1ccc(NC(=O)c2sc3nc4c(cc3c2N)CN(Cc2ccccc2)CC4)cc1` reads -2%

Assay outcomes (PubChem)
